HDAC3 inh: inhibitors of human histone deacetylase 3; recombinant HDAC3, fluorogenic peptide/trypsin coupled, fluorescence; inhibition, % at 8.3 µM; 0.15% of 320,000 active; in the data active = inhibition above about 26%, passing the limit was not always enough; inconclusive = no clear call, values can overlap the other calls
TMEM16A inh: blocks the mouse calcium-activated chloride channel TMEM16A; Q8BHY3; HEK293 TMEM16A/YFP iodide influx fluorescence, ionomycin; normalized B-score (activity score, 25-100; higher = stronger inhibition) at 10 µM; 1.2% of 310,000 active; AID 588511;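 active = ratio plate-corrected score three or more library SD toward inhibition, starting fluorescence score within five deviations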;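 also: score derived from kinetic fluorescence span divided by baseline fluorescence per well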
KCNQ1 inh: blocks the human KCNQ1 potassium channel; P51787; CHO-K1 KCNQ1, FluxOR thallium flux fluorescence; stronger effect = higher value; B-score at 10 µM; 1.3% of 310,000 active;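 active = compounds whose thallium flux B-score, printed positive for inhibition, exceeds three library SD while starting fluorescence stays within three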;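 also: channel opened by potassium depolarization with thallium stimulus after 20 min compound exposure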
ANO1 activ: activates or potentiates the mouse TMEM16A chloride channel; 0.3% of 340,000 active; HEK293 TMEM16A/YFP-H148Q/I152L, iodide quench fluorescence; stronger effect = lower value; B-score at 10 µM;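 active = fluorescence-ratio B-score plate-corrected deviation score at least 3 library SD below zero, with starting fluorescence score within 5 deviations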;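 also: channel opened by trigger with iodide after compound preincubation; score built on the fluorescence ratio of max minus min over baseline; more negative score means more quench and so TMEM16A activation or potentiation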
KCNK9 inh: inhibitors of human KCNK9 two-pore domain potassium channel; HEK293 KCNK9, FluxOR thallium flux fluorescence; stronger effect = lower value; Q9NPC2; B-score at 10 µM; 1.2% of 310,000 active;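 active = ratio B-score over 3 SD below the library mean, with starting fluorescence within 5 SD of its mean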;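 also: negative B-score means less thallium flux so channel inhibition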
Target sequence (Q9NPC2 whole entry, looked up, the tested form may be a part): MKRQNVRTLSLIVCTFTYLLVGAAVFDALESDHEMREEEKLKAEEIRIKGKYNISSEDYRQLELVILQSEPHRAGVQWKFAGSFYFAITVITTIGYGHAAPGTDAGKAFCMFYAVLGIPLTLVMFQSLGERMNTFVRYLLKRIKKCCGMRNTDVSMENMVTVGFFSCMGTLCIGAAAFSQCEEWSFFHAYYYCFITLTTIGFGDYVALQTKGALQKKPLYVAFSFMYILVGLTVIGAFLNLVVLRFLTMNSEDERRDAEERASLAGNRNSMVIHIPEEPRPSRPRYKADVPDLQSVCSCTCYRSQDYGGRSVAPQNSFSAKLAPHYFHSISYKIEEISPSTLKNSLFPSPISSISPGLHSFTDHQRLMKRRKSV
KCNQ1 act: potentiators or activators of human KCNQ1 potassium channel | P51787 | CHO-K1 KCNQ1, thallium flux FluxOR fluorescence; stronger effect = higher value | B-score at 10 µM | 0.35% of 310,000 active | AID 2648;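 active = fluorescence ratio B-score, a plate-corrected score, at least three library SD, with initial intensity B-score within 5 SD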
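assay system = CHO-K1 cells stably expressing KCNQ1 | medium = assay buffer, equal DMSO in all wells | timing = 37 °C overnight plating, 90-min dark dye load, 20-min compound pretreatment | measured by = kinetic FluxOR thallium fluorescence, 10-s 1-Hz baseline, 110-s post-stimulus read | measure = fluorescence change relative to baseline, converted to B score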
RGS4 block: human RGS4 inhibition; B-score at 10 µM; HEK293 M3R/RGS4 inducible, Fluo-4 calcium flux; stronger effect = higher value; triggered by carbachol at its EC20; 0.45% of 310,000 active;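 active = B-score, a plate-corrected calcium signal, over three deviations above library mean, with baseline fluorescence within five deviations of library mean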;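 also: RGS4 expression induced by doxycycline in cells with stable M3 receptor; B-score is computed from the integrated fluorescence ratio over baseline after carbachol; higher B-score means a larger calcium signal and so more RGS4 inhibition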
Target sequence (P49798 whole entry, looked up): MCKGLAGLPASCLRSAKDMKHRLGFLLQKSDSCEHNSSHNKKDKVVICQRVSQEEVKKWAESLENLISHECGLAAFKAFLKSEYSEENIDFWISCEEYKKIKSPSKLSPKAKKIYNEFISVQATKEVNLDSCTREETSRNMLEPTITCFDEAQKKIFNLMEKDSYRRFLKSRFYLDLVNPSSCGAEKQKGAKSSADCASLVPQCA
hERG protect: hERG (human) protection from proarrhythmic block | Q12809 | CHO-hERG, FluxOR thallium flux, dofetilide IC70 present | activation (rescue from dofetilide block), less the hit threshold, % at 10 µM | 0.51% of 310,000 active;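 active = activation above the mean of controls blocked by dofetilide plus 5 SD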;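 also: thallium influx through hERG after potassium depolarization seen as dye fluorescence rise; in these data hits start at about 4.7%; inactives centre near -7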
SKKanGAS inh: blocks kanamycin growth of S. pyogenes SKKanGAS strain. inhibition, % at 7.5 µM. AID 1662. 1.3% of 300,000 active. BacTiter-Glo, 6 h;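 active = mean replicate score, as percent of positive control median, at least 50; inconclusive = mean below 50 but one replicate at or above 50; inactive = mean and every replicate below 50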;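 also: strain carries kanamycin resistance gene driven by streptokinase promoter and grows in 40 µg/ml kanamycin; loss of luminescence reflects streptokinase promoter inhibition or plain growth inhibition; 0% = median of DMSO wells and 100% = positive control at its reference dose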
RGS4 pot: RGS4 potentiation or activation | B-score at 10 µM | 0.92% of 310,000 active | HEK293 M3R/inducible RGS4, carbachol calcium flux Fluo4; stronger effect = lower value | AID 463111;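 active = B-score of the integrated calcium signal more than 4 SD below the library mean, with starting fluorescence not abnormally high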;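 also: negative B-score means reduced calcium response which marks RGS4 activation or potentiation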
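System: HEK293 FlpIn-TREx cells, stable M3R, doxycycline-inducible RGS4. Timing: overnight RGS4 induction, 30 min dye load 37 °C, 20 min compound RT. Also added: carbachol, ECmax concentration. Measured by: Fluo4 fluorescence kinetic imaging of calcium. Evaluation: integrated calcium ratio converted to B score.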
KCNK3 inh: human KCNK3 channel inhibition, primary screen; O14649; CHO-KCNK3 thallium flux, FluxOR fluorescence; stronger effect = lower value; B-score at 10 µM; 0.84% of 340,000 active; AID 602410;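 active = B-score under library mean minus 4 SD, starting fluorescence ratio at most library mean plus 5 SD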;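 also: more negative B-score means stronger inhibition of thallium flux through KCNK3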
Target sequence (O14649 whole entry, looked up): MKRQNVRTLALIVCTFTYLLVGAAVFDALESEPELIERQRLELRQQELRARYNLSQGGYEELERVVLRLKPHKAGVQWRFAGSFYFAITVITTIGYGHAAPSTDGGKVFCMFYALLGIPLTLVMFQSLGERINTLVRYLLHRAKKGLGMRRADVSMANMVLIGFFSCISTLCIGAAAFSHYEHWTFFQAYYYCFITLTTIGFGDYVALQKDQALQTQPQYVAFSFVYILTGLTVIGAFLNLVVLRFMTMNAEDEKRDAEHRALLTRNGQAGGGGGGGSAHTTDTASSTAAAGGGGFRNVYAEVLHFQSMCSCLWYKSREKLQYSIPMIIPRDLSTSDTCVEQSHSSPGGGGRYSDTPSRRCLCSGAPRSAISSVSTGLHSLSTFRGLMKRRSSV
Numbers without * were called inactive; i = inactive; ? = inconclusive; . = no result given.

Fields: ANO1 activ	RGS4 pot	TMEM16A inh	RGS4 block	hERG protect	KCNQ1 inh	HDAC3 inh	KCNK9 inh	KCNK3 inh	SKKanGAS inh	KCNQ1 act
1) CN(C)C(=O)CSc1nnc([C@H](Cc2ccccc2)NC(=O)OC(C)(C)C)o1
→ i	i	i	i	-12.2	i	1.8	i	i	-0.7	i
2) O=C(CSc1cccc2cccnc12)N/N=C/c1ccc(O)cc1
→ i	i	i	i	-9.8	i	.	i	i	4.1	i
3) Cc1nnc(SCC(=O)N2CCCC(C(=O)c3ccc(Cl)cc3)C2)o1 (configuration not stated)
→ i	i	i	i	-9.8	i	-2.7	i	i	-3.6	i
4) O=C(CCC(=O)N(CC(=O)NC1CCCC1)Cc1ccc(F)cc1)Nc1nccs1
→ i	i	i	i	-5.0	i	2.0	i	i	-5.8	i
5) COc1ccc(CNC(=O)C2CCCN(S(=O)(=O)c3ccccc3)C2)cc1 (configuration not stated)
→ i	i	i	i	-4.6	i	6.4	i	i	0.3	i
6) CC(C(=O)N1CCN(c2ccc(Cl)cc2)CC1)c1ncc(C(F)(F)F)cc1Cl (configuration not stated)
→ i	i	i	i	-17.8	i	1.7	i	i	10.8	i
7) CN1CC(=O)N(CC(=O)NCc2ccc3c(c2)OCO3)C1=O
→ i	i	i	i	-9.5	i	2.5	i	i	-2.6	i
8) CC(=O)c1c(C)n(CC(=O)NCc2ccco2)c2ccccc12
→ i	i	i	i	-13.9	10*	-3.8	i	i	-8.6	i
9) CCOC(=O)C1CCCN(CC(=O)Nc2nccs2)C1 (configuration not stated)
→ i	i	i	i	-8.0	i	0.7	i	i	-2.0	i
10) O=C(/C=C/c1ccccc1[N+](=O)[O-])OC1CCCCC1=O (configuration not stated)
→ i	i	i	i	-13.0	i	1.7	i	i	1.6	i
11) COc1ccccc1NS(=O)(=O)c1ccc2oc(SC)nc2c1
→ i	i	i	i	0.9	i	-2.0	i	i	-1.5	i
12) O=C(c1cc(COc2ccc(F)cc2F)on1)N1CCSCC1
→ i	i	i	i	-14.0	i	-0.1	i	i	2.8	i
13) CCN1CC=C2C(C#N)=C(N)C(C#N)(C#N)C(c3cc(Cl)ccc3Cl)C2C1 (configuration not stated)
→ i	i	i	i	-11.6	12*	-14.6	i	-10.1*	-0.2	i
14) COc1cc(C2C(C#N)=C(N)N(N(C)C)C3=C2C(=O)CCC3)cc(OC)c1OC (configuration not stated)
→ i	i	i	i	-4.8	i	1.7	i	i	0.5	i
15) Cc1ccc(NC(=O)C/C(N)=N/O)cc1C
→ i	i	i	i	-0.1	i	-3.1	i	i	-2.9	i
16) O=C(N/N=C/c1cccnc1)c1cc(O)c(O)c(O)c1
→ i	i	i	i	-1.9	i	5.1	i	i	-1.0	i
17) CSc1ccccc1C(=O)C1CCCN(C(=O)c2csnn2)C1 (configuration not stated)
→ i	i	i	i	-21.3	i	1.1	i	i	3.0	i
18) COc1ccccc1CNC(=O)CCNC(=O)N1CC(=O)Nc2ccccc21
→ i	i	i	i	-9.8	i	6.3	i	i	-3.2	i
19) CCc1cc(-c2n[nH]c(CCC(=O)O)c2-c2nc3ccccc3n2C)c(O)cc1O
→ i	i	i	i	-1.5	i	0.2	i	i	4.7	i
20) CSc1ccccc1NC(=O)Cn1c(-c2cscn2)nc2ccccc21
→ i	i	i	i	-17.8	i	8.7	i	i	-2.8	i
21) CCCOc1ccc(NC(=O)c2c(-c3ccccc3)noc2C)cc1
→ i	i	i	i	1.4	i	0.8	i	i	-0.1	i
22) COc1ccc(NC(=O)C/C(C)=N/NC(=O)C(=O)Nc2cccc(Cl)c2C)c(OC)c1
→ i	i	i	i	-11.4	i	-0.4	i	i	-2.9	i
23) COC(=O)[C@H]1[C@@H](C)N(CCc2cc(OC)c(OC)c(OC)c2)C(=O)N[C@H]1c1ccccc1
→ i	i	i	i	-7.8	i	3.4	i	i	0.4	i
24) Cn1c(=O)c(Oc2ccc(F)cc2)c(O)c2ccccc21
→ i	i	i	i	-2.9	i	-0.7	i	i	-6.5	i
25) CCCCC(=O)Nc1ccc(F)c(Cl)c1
→ i	i	i	i	-12.8	i	1.5	i	i	-0.5	i
26) Cc1cc(C)n(CCN(C)Cc2cn[nH]c2-c2ccc(F)cc2F)n1
→ i	i	i	i	-9.3	i	3.5	i	i	3.5	i
27) COc1cccc(NC(=O)Nc2ccc3c(c2)CCC3)c1
→ i	i	i	i	-8.5	i	-7.1	i	i	-3.7	i
28) CCN(CC(=O)NC1CC1)S(=O)(=O)c1ccc(C)cc1
→ i	i	i	i	-10.4	i	-1.4	i	i	-4.0	i
29) CC1=C(c2ccc(C)cc2)[N+](=O)C(C)(C)N1[O-]
→ i	i	i	i	-2.4	i	8.4	i	i	-17.3	i
30) CCCn1c(=O)c(C(=O)NCCc2ccc(Cl)cc2)c(O)c2ccccc21
→ i	i	i	i	-7.2	7*	-0.2	i	i	13.2	i
31) Cc1ccc(C(=O)NCCNC(=O)c2cccnc2)cc1
→ i	i	i	i	-2.2	i	-1.4	i	i	-2.7	i
32) Cc1cc(/C=C2/NC(=S)NC2=O)c(C)n1-c1cccnc1
→ i	i	i	i	-1.4	i	8.4	i	i	20.4	i
33) CC(C)(C)OC(=O)N1CCC2(CC1)Oc1ccc(F)cc1C(=O)C21CC(c2cccnc2)=NO1 (configuration not stated)
→ i	i	i	i	-9.4	i	1.8	i	i	5.4	i
34) O=C1CC(c2ccc(F)cc2)C2=C(CCCC2=O)N1 (configuration not stated)
→ i	i	i	i	-11.8	i	9.3	i	i	-0.8	i
35) O=C(COC(=O)c1ccc2[nH]c3c(c2c1)CCCC3)Nc1ccccc1
→ i	i	i	i	-8.4	i	.	i	i	0.8	i
36) NC(=O)C(F)(F)C12OC3C4C5CC(C6C5C3C61)C42 (configuration not stated)
→ i	i	i	i	-0.1	i	-5.7	i	i	0.4	i
37) C=CCn1c(O)c(C(CC)=NCc2cccnc2)c(=O)[nH]c1=O
→ i	i	i	i	-9.5	i	8.9	i	i	-2.9	i
38) COC(=O)CN=C1OC(=O)N2C(=O)C3=C4[C@@H](C[C@H]5C(=O)N(c6ccccc6)C(=O)[C@H]5[C@H]4[C@@]12Cc1ccccc1)[C@H]1C(=O)N(c2ccccc2)C(=O)[C@H]1[C@H]3C
→ i	i	i	i	-4.3	i	-4.3	i	i	0.6	i
39) O=C(/C=C/c1cccc(Cl)c1)NCCCN1CCOCC1
→ i	i	i	i	-4.3	i	1.1	i	i	5.9	i
40) CCOC(=O)COc1ccc2c(=O)c(-c3ccccc3)coc2c1
→ i	i	i	i	-0.6	i	6.4	i	i	-17.4	i
41) Cc1ccc2c(c1)c(CC(=O)Nc1ccc(F)cc1)c(C(=O)O)n2C
→ i	i	i	i	-6.5	i	-11.0	i	i	12.6	i
42) Nc1nc(SCC(=O)NC2CCCc3ccccc32)n[nH]1 (configuration not stated)
→ i	i	i	i	-8.1	i	2.3	i	i	7.0	i
43) O=C(c1ccc(COc2ccccc2[N+](=O)[O-])o1)N1CCCCCC1
→ i	i	i	i	-3.3	i	-7.1	i	i	-1.1	i
44) Cn1nc(C(F)(F)F)c(C(=O)Nc2cccc(Cl)c2)c1Cl
→ i	i	i	i	-7.2	i	-1.8	i	i	0.5	i
45) Cc1nnc(NC(=O)c2ccccc2-c2ccccc2C(=O)O)s1
→ i	i	i	i	-11.7	i	-2.3	i	i	-13.0	i
46) CCCCCN(C(=O)CCC(=O)OCC(=O)NC1CCC(C)CC1)c1c(N)n(CCCC)c(=O)[nH]c1=O (configuration not stated)
→ i	i	i	i	-9.4	i	1.5	i	i	-3.9	i
47) CCc1nn2c(=O)c(S(=O)(=O)Nc3ccc(Cl)cc3)c(C)nc2s1
→ i	i	i	i	-5.5	i	9.4	i	i	-1.3	i
48) CCNc1nc(NC(C)C)nc(Oc2ccc(=O)n(C)n2)n1
→ i	i	i	i	-8.3	i	1.7	i	i	2.0	i
49) CN1CCC(N(C)C(=O)/C(C#N)=C/c2ccccc2)CC1
→ i	i	i	i	-4.7	i	1.4	i	i	1.3	i
50) COc1ccc(NC(=O)N2CCCCCC2)cc1OC
→ i	i	i	i	-10.0	i	-2.4	i	i	-0.1	i
51) O=c1cc(NCc2ccco2)c2ccccc2o1
→ i	i	i	i	-4.1	i	2.4	i	i	3.4	i
52) O=C(Nc1ccc(F)c(Cl)c1)Nn1cnnc1
→ i	i	i	i	-10.3	i	-0.9	i	i	-2.5	i
53) CN(C)/C=N/c1cnc(C(=O)c2ccc(Cl)cc2)n1C
→ i	i	i	i	-5.0	i	1.0	i	i	6.8	i
54) CN(C)C(=O)c1ccc(-n2cnc3ccccc3c2=O)cc1
→ i	i	i	i	-1.6	i	10.9	i	i	3.1	i
55) CCOc1ccc(N(CC(=O)N2CCCC2)S(=O)(=O)c2ccc(Cl)cc2)cc1
→ i	i	i	i	-14.5	i	-13.7	i	i	7.6	i
56) NC(=O)COc1ccc2c3c(c(=O)oc2c1)CCCCC3
→ i	i	i	i	-7.2	i	-29.0	i	i	.	i
57) Cc1c(C2CC(=O)N(c3ccccc3)C2=O)[nH]n(-c2ccccc2)c1=O (configuration not stated)
→ i	i	i	i	-5.2	i	1.2	i	i	-3.7	i
58) CCC(C)c1ccc(NC(=O)c2[nH]c(C)c(C(C)=O)c2C)cc1 (configuration not stated)
→ i	i	i	i	-5.4	i	6.5	i	i	-9.8	i
59) CC(c1nc2ccccc2n1Cc1ccccc1)N1CCCCC1 (configuration not stated)
→ .	i	i	i	-11.2	i	7.3	i	i	0.5	i
60) CS(=O)(=O)N1CCCC(C(=O)N2CCN(c3cccc(Cl)c3)CC2)C1 (configuration not stated)
→ i	i	i	i	-4.3	i	2.5	i	i	-8.0	i
61) Cn1cnc([N+](=O)[O-])c1Sc1ncccc1N
→ i	i	i	i	-14.5	i	?	i	i	5.1	i
62) S=C1NCCOCCOCCOCCOCCNC(=S)N2CCOCCOCCN1CCOCC2
→ i	i	i	i	-10.6	i	-2.4	i	i	-0.5	i
63) CCN1CCN(C(=O)CCc2nnc(CCc3c[nH]c4ccccc34)o2)[C@@H](C)C1=O
→ i	i	i	i	-6.8	i	1.2	i	i	-5.0	i

Assay outcomes (PubChem)
